LDHA block: LDHA (human) enzyme inhibition. purified LDHA, NADH/diaphorase-resazurin fluorescence; hits give low values. activity change, % (values are at about 110 or 230 µM). P00338. hit rate 0.15% among 480,000; in the data active = activity change below about -30%; inconclusive = mostly about -25% to -30%;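 also: plate controls were DMSO wells for no effect and wells without enzyme for full effect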
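Resorufin fluorescence (ex540/em590), read at 0 and 20 min after diaphorase/resazurin addition, reports the NADH left after a 5 min room-temperature reaction of 2 nM human LDH5 with 0.06 mM NADH and 0.2 mM pyruvate.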
POLK inh: DNA polymerase kappa (human) inhibition; Q9UBT6; purified Pol kappa, fluorescent DNA synthesis assay, 10 min; Potency, µM (doses to about 107 µM), for inactives: top-dose activity, negative = inhibition, hits mostly inhibitors; hit rate 0.53% among 400,000; AID 588579; also: potency is read from the fitted curve at half-maximal effect; % is scaled to controls: 0 for no effect and ±100 for the full control effect
Target sequence (Q9UBT6 whole entry, looked up): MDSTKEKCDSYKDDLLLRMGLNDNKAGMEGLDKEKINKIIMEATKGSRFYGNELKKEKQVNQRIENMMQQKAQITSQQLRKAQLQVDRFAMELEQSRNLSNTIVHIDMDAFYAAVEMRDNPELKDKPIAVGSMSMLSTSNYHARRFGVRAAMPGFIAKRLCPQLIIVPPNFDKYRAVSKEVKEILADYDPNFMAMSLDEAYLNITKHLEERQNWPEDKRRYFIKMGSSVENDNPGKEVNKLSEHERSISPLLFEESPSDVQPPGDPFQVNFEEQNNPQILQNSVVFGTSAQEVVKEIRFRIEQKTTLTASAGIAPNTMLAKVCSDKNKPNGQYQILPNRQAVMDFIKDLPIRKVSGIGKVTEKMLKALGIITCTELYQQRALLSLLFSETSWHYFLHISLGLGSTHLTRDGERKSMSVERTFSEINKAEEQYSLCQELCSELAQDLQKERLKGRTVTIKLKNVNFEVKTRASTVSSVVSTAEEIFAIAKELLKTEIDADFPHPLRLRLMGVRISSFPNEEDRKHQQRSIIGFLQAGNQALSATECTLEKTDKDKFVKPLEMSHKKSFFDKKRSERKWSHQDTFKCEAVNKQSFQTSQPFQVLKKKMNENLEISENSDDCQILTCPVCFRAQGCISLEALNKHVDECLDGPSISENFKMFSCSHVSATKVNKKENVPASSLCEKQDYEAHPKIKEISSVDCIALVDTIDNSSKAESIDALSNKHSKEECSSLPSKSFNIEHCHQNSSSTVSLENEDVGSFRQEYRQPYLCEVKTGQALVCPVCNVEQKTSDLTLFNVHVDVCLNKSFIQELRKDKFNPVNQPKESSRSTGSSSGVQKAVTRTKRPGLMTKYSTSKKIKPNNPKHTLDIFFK
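Activity was followed as the change in fluorescence between reads at 0 and 10 min after starting the reaction with 50 nM substrate. Beforehand, 10 nM polymerase had been preincubated with compound for 15 min at room temperature.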
APEX1 inh: APE1 (human) endonuclease inhibition | hit rate 0.35% among 350,000 | recombinant APE1, TAMRA/BHQ-2 abasic DNA cleavage fluorescence | Potency, µM (top dose mostly 65.8 µM), inactives show at the top dose activity change, negative = inhibition, actives largely listed as inhibitors | AID 2517;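 also: potency is read from the fitted curve at half-maximal effect; plate controls were vehicle for no effect and reference inhibitor for full effect; nearly all actives have a fitted effect of over 55% in size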
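APE1 at 0.75 nM preincubated 15 min at room temperature with compound. Reaction then started with 50 nM double-stranded THF-abasic substrate labelled with TAMRA/BHQ-2, and 525/598 nm fluorescence read kinetically. Activity taken as third-minus-first read difference, normalized to DMSO and NSC13755 controls.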
Anesthetic bind: binds horse apoferritin like a general anesthetic; AID 485281; hit rate 0.074% among 350,000; P02791; apoferritin/1-aminoanthracene competitive binding, fluorescence; Potency, µM (highest dose often 77.5 µM), without a hit: at the highest dose activity change, negative = displacement, usual class: inhibitors; also: potency is read from the fitted curve at half-maximal effect; % is scaled to controls: 0 for no effect and ±100 for the full control effect; nearly all actives have a fitted effect of over 20% in size
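Steps: apoferritin (10 uM) was premixed with half-saturated 1-AMA in PBS, compounds were pin-transferred, plates stood 10 min at room temperature, fluorescence was read at 380/535 nm, and curves were fitted with a Hill equation.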
POLH inh: blocks human DNA polymerase eta activity; recombinant Pol eta, fluorescent DNA replication assay; Q9Y253; Potency, µM (series often up to 114 µM), for inactives: at the top dose activity change, negative = inhibition, usual class: inhibitors; hit rate 1.2% among 390,000; also: potency is read from the fitted curve at half-maximal effect; % is scaled to controls: 0 for no effect and ±100 for the full control effect
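Fluorescent replication assay: 50 nM final substrate added after a 15 min room-temperature compound preincubation with 10 nM enzyme. Signal taken at 0 min and again at 10 min.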
Pol beta inh: DNA polymerase beta (human) inhibition | P06746 | Pol beta primer extension/strand displacement, fluorescence kinetic | Potency, µM (highest dose often 114 µM), without a hit: top-dose activity change, negative = inhibition, hits mostly inhibitors | hit rate 1.3% among 340,000; also: potency is read from the fitted curve at half-maximal effect; % is scaled to controls: 0 for no effect and ±100 for the full control effect
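Pol beta (10 nM) was preincubated with compound for 15 min at room temperature. The reaction was then started with 50 nM substrate and read immediately and after a further 10 min at room temperature.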
RGS4 inh: human RGS4 inhibition; AID 504845; P49798; Potency, µM (series often up to 114 µM), for inactives: at the top dose activity change, negative = inhibition, hits mostly inhibitors; hit rate 0.039% among 390,000; Transcreener GDP fluorescence polarization, RGS4-accelerated GTP hydrolysis; also: potency is read from the fitted curve at half-maximal effect; % is scaled to controls: 0 for no effect and ±100 for the full control effect; nearly all actives have a fitted effect of over 75% in size; some results filed as inactive show a strong effect at the top dose
Target sequence (P49798 whole entry, looked up): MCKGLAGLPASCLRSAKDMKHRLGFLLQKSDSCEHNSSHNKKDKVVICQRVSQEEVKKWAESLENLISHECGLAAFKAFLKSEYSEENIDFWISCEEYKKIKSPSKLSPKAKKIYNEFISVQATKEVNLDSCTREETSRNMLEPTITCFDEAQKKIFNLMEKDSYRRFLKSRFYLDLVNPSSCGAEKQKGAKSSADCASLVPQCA
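MLSMR compounds (23 nl, pin-transferred) preincubated 10 min at room temperature with a 500nM (2x) first reagent, then RGS4 at 900nM (2x) plus Transcreener GDP mix added; fluorescence polarization (620/688 nm) read before and after 90 min at 30 °C.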
ALOX12 inh: blocks human arachidonate 12S-lipoxygenase | purified 12hLO, xylenol orange hydroperoxide absorbance | hit rate 1.1% among 580,000 | Potency, µM (top dose mostly 108 µM), for inactives: at the top dose activity change, negative = inhibition, actives largely listed as inhibitors | AID 1671190; also: potency is read from the fitted curve at half-maximal effect; % is scaled to controls: 0 for no effect and ±100 for the full control effect
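Hydroperoxide product was detected by ferrous iron/xylenol orange as the 573 to 405 nm absorbance ratio. Arachidonic acid at 40 uM (final) was turned over for 30 min at room temperature by 150 nM human 12hLO, pH 7.0 Hepes buffer, after 15 min compound preincubation.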
ERG-DNA inh: blocks human ERG Ets domain binding to DNA | Potency, µM (titrated, usually from 76.9 µM), for the others: top-dose FP activity, negative = inhibition, usual class: inhibitors | P11308 | hit rate 0.028% among 370,000 | fluorescence polarization, His-ERG Ets domain / labelled DNA | AID 624246; active = well fitted inhibition curve with a large enough effect in the polarisation, with a control signal flat; inconclusive = small, poorly fitted or top-dose-only effect, or effect the other way, or a change in a side signal; inactive = no such curve, though single readings can be large or run the other way; the % refers to the polarisation;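 also: polarization taken with two DNA probes labelled with fluorescein and Texas red; potency is read from the fitted curve at half-maximal effect; % of control where 0% means no effect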
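His-tagged ERG Ets domain (1 uM in the protein solution; 300mM KCl, 50mM Tris-HCl, 1mM EDTA, 1mM DTT, pH 7.5) received compound, then a probe mix of 5 nM fluorescein-DNA and 100nM Texas-615-DNA. Fluorescence polarization was read for both dyes.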
* hit, by the source's call; ? = inconclusive; · = no result given; & = joins results of further samples; [ ] = another dose, or the depositor's remark. Unless noted, calls follow the shape of the dose curve; as a rule, active = well fitted curve in the direction sought with a large enough effect; inconclusive = small, poorly fitted or top-dose-only effect, or another doubt; inactive = no such curve, though single readings can be large; an effect the other way counts as inactive or inconclusive. This is a subset; the hit share may differ from the screen's.

Values run as follows: LDHA block | Pol beta inh | RGS4 inh | POLK inh | Anesthetic bind | ALOX12 inh | APEX1 inh | POLH inh | ERG-DNA inh
1: O=C1C[C@@H](c2ccc(O[C@@H]3O[C@H](CO)[C@@H](O)[C@H](O)[C@H]3O)cc2)Oc2cc(O)ccc21
  -15 | 5% | 9% | -9% | 7% | ? | 0% | -7% | -7%
2: COc1cccc(CNC(=O)C2CCC(=O)N(CC3CCCCC3)C2)c1OC (centres undefined)
  1 | 15% | -14% | 4% | -10% | 0% | 80%[activator] | -18% | -1%
3: C=Cn1cc[n+](CC(=O)c2ccc(OC)c(OC)c2)c1
  -6 | -10% | -13% | -7% | 4% | -10% | 60%[activator] | 2% | 3%
4: CCOC(=O)Nc1nnc(CCc2ccccc2)s1
  -4 | 5% | 4% | 1% | ? | 0% | 0% | -15% | 0%
5: Cc1ccc(N2CC(NC(=O)C(=O)c3c(C)[nH]c4ccccc34)CC2=O)cc1C (centres undefined)
  -3 | · | -41% | 1% | · | -20% | 31% | -17% | -9%
6: CC(C)Cn1c(=O)c2sccc2n2c(CCCC(=O)NC3CCN(Cc4ccccc4)CC3)nnc12
  -10 | 52% | 18% | 6% | -12% | -13% | 16% | -5% | 0%
7: O=C(Nc1ccccc1Cl)Nc1cccnc1Cl
  -10 | 31% | 12% | -2% | -5% | ? | 3% | -6% | -2%
8: COc1cc2cc(-c3ccc(OC)c(OC)c3C)nc(N)c2cc1OC
  1 | · | -8% | -11% | · | 113%[activator] | · | -13% | 5%
9: COc1ccc(-n2c(=O)c3c4c(sc3n(CC(=O)N3CCCCC3C)c2=O)CCC4)c(OC)c1 (centres undefined)
  -4 | -18% | -20% | -8% | 4% | -29% | · | -13% | -3%
10: CCN(CC(=O)NC(C)C)C(=O)C(CCSC)NC(=O)c1ccccc1OC (centres undefined)
  -6 | 3% | 29% | -17% | 2% | -2% | -3% | 2% | 3%
11: O=C(CCc1ccccc1)Nc1ccnn1C1CCN(C/C=C/c2ccccc2)CC1
  2 | 17% | 6% | 4% | -5% | 1% | 37% | 3% | -8%
12: COc1ccc(CNC(=O)c2ccc(NC(=O)N3CCSc4ccccc43)cc2)cc1
  -2 | 0% | -13% | 3% | 2% | -20% | · | -5% | -2%
13: CCC(C)N(C(=O)c1csnn1)C(C(=O)NCc1ccc(F)cc1)c1ccccc1F (centres undefined)
  -1 | 40% | -17% | -3% | 1% | -20% | 8% | -2% | 5%
14: CC1(C)Oc2ccc3ccc(=O)oc3c2/C(=N/O)C1=O
  -3 | -1% | -5% | -8% | 4% | ? | 24% | -14% | 9%
15: CCc1c(N)nc(N)nc1Nc1ccccc1Cl
  -4 | · | -6% | -4% | · | 3% | · | -12% | -11%

(list continues)
Values run as follows: LDHA block | Pol beta inh | RGS4 inh | POLK inh | Anesthetic bind | ALOX12 inh | APEX1 inh | POLH inh | ERG-DNA inh
16: Cc1cccc(Nc2nnc(SCC(=O)Nc3ccc(C(=O)O)cc3)s2)c1
  -3 | 73% | 0% | -6% | -8% | -2% | -1% | -12% | -3%
17: CNC(=O)c1c(NC(=O)C2=COCCO2)sc(C)c1C
  -4 | · | -8% | -8% | · | 0% | -6% | -16% | 1%
18: Cc1ccc(CONC(=O)c2cccc([N+](=O)[O-])c2)cc1
  -8 | · | -9% | -6% | · | -26% | -1% | -3% | 3%
19: O=C(CN1C(=O)CCS(=O)(=O)c2ccccc21)Nc1ccc2c(c1)OCCO2
  -2 | 26% | -8% | 3% | -1% | -2% | -5% | 2% | -5%
20: COc1ccc(OC)c(NC(=O)CN2CCCN(Cc3ccccc3Cl)S2(=O)=O)c1
  8 | 3% | -10% | 3% | -2% | -22% | · | -17% | 6%
21: CSc1nc(Sc2ccccc2Cl)c2ccccc2n1
  -4 | -1% | 21% | -12% | 2% | 0% | 7% | -17% | -6%
22: Cc1cccc(-n2nnnc2SCC(=O)NCCN2C(=O)CSC2=O)c1
  1 | -13% | -24% | 1% | ? | -16% | -4% | 4% | -5%
23: Cc1cc(C)c(C(=O)CSc2nc(C)cc(=O)[nH]2)c(C)c1
  3 | 10% | ? | 2% | -13% | 5% | 28% | -11% | 0%
24: COc1ccc(NC(=O)N(C)C[C@H]2Oc3ccc(NC(=O)NC4CCCCC4)cc3C(=O)N([C@H](C)CO)C[C@@H]2C)cc1
  1 | · | 19% | 1% | · | -9% | -8% | -9% | -1%
25: O=C(O)c1ccc(S(=O)(=O)N(Cc2cccs2)CC2CCCO2)cc1 (centres undefined)
  -7 | 9% | 7% | -6% | 23% | 17% | 11% | -1% | 8%
26: c1ccc(-c2cn(C[C@H]3CC[C@@H]([C@@H]4CC[C@H](Cn5cc(-c6ccccn6)nn5)O4)O3)nn2)nc1
  0 | 57% | -4% | 1% | -8% | ? | 26% | -13% | -9%
27: Cc1ccc(C(=O)Nc2nc(=O)n(C(=O)C3CC3)s2)cc1
  -8 | -6% | -17% | 2% | 6% | -16%[57.4 µM] | -1% | 8% | ·
28: COC(=O)CCCC1=CC2=CC(=O)C(C)(OC(=O)c3cccs3)C(=O)C2=CN1Cc1ccco1 (centres undefined)
  14 | 50µM* | -37% | ? | -3% | ? | ? | ? | -3%
29: COc1ccccc1N1CCN(C(=O)C(=O)c2c[nH]c3ccccc23)CC1
  -4 | 10% | -5% | -9% | -20% | -5% | 59%[activator] | -10% | 9%
30: Cc1ccc(S(=O)(=O)N2CCC(C(=O)OCc3ccccc3)CC2)cc1C
  -4 | · | 13% | -13% | · | ? | -11% | -9% | 9%

More results.
Values run as follows: LDHA block | Pol beta inh | RGS4 inh | POLK inh | Anesthetic bind | ALOX12 inh | APEX1 inh | POLH inh | ERG-DNA inh
31: CC(=O)c1c(C)oc2c1cc(NS(=O)(=O)c1ccc(Cl)c(C)c1)c1ccccc12
  15 | 48% | -3% | 3% | -6% | -21% | · | 5% | 4%
32: NC(=O)N/N=C/c1cccc(OCc2ccc(F)cc2)c1
  -7 | -25% | -18% | 7% | -1% | -21% | -6% | -20% | 1%
33: O=S(=O)(c1cc(Cl)ccc1Cl)N1CCCC1
  -15 | -1% | 13% | -5% | -20% | -8% | 4% | -4% | -4%
34: CCCN(CC(=O)Nc1ccccc1OC)C(=O)c1nc2nc(C)ccn2n1
  -2 | · | -11% | 1% | · | 47%[activator] | 46% | -7% | 8%
35: Cc1cccc2c1nc(-c1ccccc1)n1nnnc21
  -18 | -10% | 23% | -11% | -11% | -7% | -4% | 1% | -2%
36: COc1cccc(NC(=O)c2ccc3c(c2)N(CC(=O)N2CCOCC2)C(=O)C(C)(C)O3)c1
  -19 | 11% | 3% | 5% | 5% | 4% | 9% | -17% | 2%
37: CCN(CC)C(=O)CSc1nc(-c2ccc(C)cc2)nc2c1Cc1c(CO)cnc(C)c1O2
  -5 | 24% | -11% | -9% | -13% | -2% | · | -3% | 6%
38: COc1cccc(CNS(=O)(=O)c2ccc3c(c2)oc(=O)n3C)c1
  -6 | 2% | 27% | -10% | -2% | ? | 4% | -15% | -9%
39: CCCOc1nc2c(c(=O)n(C)c(=O)n2C)n1CCC
  -3 | 5% | -16% | -7%[60.1 µM] | -10% | 2% | 12% | 12% | ·
40: CC(C)CNS(=O)(=O)c1ccc2c(c1)OCCO2
  -2 | 11% | -10% | -2% | -20% | -10% | 4% | -12% | -3%
41: COCCCn1c(=O)c2sccc2n(Cc2cccc(C)c2)c1=O
  -9 | 7% | -8% | -15% | -11% | 10% | -27% | -20% | -3%
42: Fc1ccc(C(c2nnnn2Cc2cccs2)N2CCN(c3ccccc3)CC2)cc1 (centres undefined)
  0 | -1% | 23% | -6% | -10% | 3% | 4% | 3% | -3%
43: CC(C)(C)NCCOCCOc1ccccc1-c1ccccc1
  ? | 23% | -21% | -15% | -6% | -24% | 2% | -15% | 13%
44: CN1CCN(c2ccc(S(=O)(=O)N3CCOCC3)cc2NC(=O)C2CCCCC2)CC1
  -3 | · | -9% | 13% | · | 24% | · | -5% | -8%
45: CCOC(=O)C(NC(=O)c1cccc(Cl)c1)(OCc1ccc(F)cc1)C(F)(F)F (centres undefined)
  5 | -25% | -3% | -17% | 6% | -9% | 4% | -14% | 12%

Next part:
Values run as follows: LDHA block | Pol beta inh | RGS4 inh | POLK inh | Anesthetic bind | ALOX12 inh | APEX1 inh | POLH inh | ERG-DNA inh
46: CCCC(=O)Nc1ccc2c(c1)nc1n2CCOC1
  3&5 | 31%[activator] | 23% | -16% | -15% | -3%&3% | -3% | -7% | -1%
47: O=c1oc2cc(Cl)ccc2n1CSc1nc2ccccc2s1
  -11 | 5% | -11% | -11% | 48%[activator] | -15% | -3% | -21% | -4%
48: O=C(CN1CCN(c2cccc(Cl)c2)CC1)Nc1ccc([N+](=O)[O-])cc1C(=O)Nc1ccccc1F
  -1 | 8% | -15% | 1% | -7% | -15% | -1% | -11% | 3%
49: Cc1nn(-c2ccc(C(=O)O)cc2)c(=O)c2ccccc12
  -2 | -28% | 10% | -5% | -4% | 17% | -11% | 19% | -9%
50: CCCNC(=O)c1ccc(-n2c(-c3ccccc3)cc3c2CCCCC3)cc1
  2 | -21% | -33% | -10% | ? | -12% | · | 6% | 5%
51: CC1(C(=O)NCCN2CCOCC2)C=CCN1C(=O)c1ccccc1 (centres undefined)
  3 | 8% | -10% | 8% | -5%&-5% | -7% | -1%&8% | -10% | 9%
52: C/C(=N\NC(=O)CNC(=O)c1ccccc1Br)c1ccco1
  -8 | 49% | -7% | -6% | ? | -23% | 2% | -4% | 7%

Assay outcomes from PubChem.
